# PMI act satM6P: increases human PMI activity with near-saturating mannose 6-phosphate; coupled PMI enzyme assay, resazurin fluorescence, 20 min; hits give high values; 1 = untreated enzyme, 0 = substrate-free blank; activation factor at 20 µM; hit rate 0.34% among 190,000;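 active = activation factor of 2 or more at 20 µM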
#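 assay system = human phosphomannose isomerase with PGI, G6PDH, diaphorase coupling enzymes | quantity = 15 ng/mL PMI | incubation = enzyme reaction with compound 20 min at room temperature | medium = HEPES pH 7.4 buffer with MgCl2 and Tween-20 | compound dosing = one concentration, 20 µM, in 1% DMSO | measured by = Diaphorase-driven resazurin-to-resorufin fluorescence, excitation 544, emission 590 nm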
# PMI activator: increases human mannose-6-phosphate isomerase activity; AID 1214; P34949; activation factor at 20 µM; purified human PMI, coupled resazurin fluorescence, 20 min; hits give high values; 1 = vehicle control, 0 substrate-free wells; hit rate 0.005% among 190,000;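 active = activation factor of 2 or more at 20 µM, relative to plate controls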
# Diaph act CS: counter-screen for diaphorase-based assays: diaphorase activators and chemical reducers; Diaphorase/resazurin coupled assay, resorufin fluorescence, 16 min; hits give high values; 1 = vehicle wells, 0 = NADH-free wells; activation factor at 20 µM; hit rate 0.005% among 190,000; AID 1229;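 active = diaphorase activity raised at least twofold by the compound at 20 µM; inactive = activation factor below 2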
#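 Material: Clostridium kluyveri diaphorase, purified enzyme; Quantity: enzyme 0.07 U/mL final; Medium: HEPES pH 7.4 buffer with MgCl2 and Tween 20; Dosing: single compound dose of 20 µM, 1% DMSO final; Schedule: 16 min reaction at room temperature; Measured by: red resorufin fluorescence at 544/590 nm excitation/emission.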
# G6PDH counter: counter-screen for G6PDH assay hits: L. mesenteroides G6PDH inhibition. inhibition, % at 5 µM. hit rate 0.12% among 200,000. AID 1020. Purified L. mesenteroides G6PDH, diaphorase/resazurin coupled fluorescence, 45 min
# Hsp70 activator: transcriptional activators of Hsp70; activation, % at 10 µM; AID 1203; HeLa Hsp70 promoter luciferase reporter, luminescence; scaled: vehicle 0, proteasome-inhibitor control 100%; hit rate 0.04% among 200,000;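 active = activation above the mean across all tested compounds plus 3 SD, cutoff set per campaign, cut at about 5.5% in these data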;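 also: 100% = MG132 at 30 µM as the positive control and 0% = DMSO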
# Diaphorase inh: diaphorase inhibition or chemical oxidation counter-screen. diaphorase resazurin-to-resorufin fluorescence, NADH, 16 min; bacterial (C. kluyveri) enzyme, not human. inhibition, % at 20 µM. hit rate 0.69% among 190,000;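 active = primary screen inhibition at 20 µM above a set limit, cut at about 50% in these data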;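 also: plate controls were DMSO with full reaction for no effect and wells lacking NADH for full effect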
#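 controls = No-NADH positive control and DMSO neutral control | system = Clostridium kluyveri diaphorase enzyme | timing = reaction incubation of 16 min at room temperature | signal = resorufin fluorescence 544/590 nm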
# RAM network inh: inhibitors of the yeast RAM network; S. cerevisiae dse1pr::URA3 reporter, 5-FOA growth OD615, 2 d; analog-sensitive cbk1-as2 kinase mutant strain; inhibition, % at 50 µM; hit rate 1.8% among 190,000; AID 868;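 active = inhibition above a set limit, 3 SD over mean compound inhibition, cut at about 8.4% in these data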;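 also: 0% = DMSO-only wells with no growth and 100% = 10 µM 1-NA-PP1 full growth; inhibition rescues growth on 5-FOA so higher OD means more RAM inhibition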
# Redox H2O2 prof: compounds producing H2O2 with reducing agent – biochemical, NIH compound library profiling, artefact control for MLSCN library redox annotation, primary screen | DTT-dependent redox cycling H2O2, phenol red/HRP absorbance; 100% = 100 µM peroxide control, 0% = buffer | activation, % at 10 µM | hit rate 0.03% among 200,000 | AID 878;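 active = activation of at least 50% relative to the plate's high and low controls in the primary single-dose screen; inactive = activation below 50%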;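 also: compound incubated with DTT at 0.8 mM final as the reducing agent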
# L major viab: Leishmania major promastigote growth inhibition. Leishmania major promastigotes, resazurin fluorescence viability. inhibition, % at 10 µM. hit rate 9% among 200,000;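 also: promastigotes grown with compound for 44 hours at 28 °C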
# TLR4-MyD88 BLA: inhibitors of human TLR4-MyD88 binding. O00206+Q99836. HeLa CL3-4 TLR4/MyD88 BLA complementation, FRET ratio. inhibition, % at 8.4 µM. hit rate 0.18% among 200,000. AID 861; in the data active = inhibition above about 25%;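 also: 0% = vehicle and 100% = reference inhibitor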
# Target sequence (O00206 whole entry, looked up): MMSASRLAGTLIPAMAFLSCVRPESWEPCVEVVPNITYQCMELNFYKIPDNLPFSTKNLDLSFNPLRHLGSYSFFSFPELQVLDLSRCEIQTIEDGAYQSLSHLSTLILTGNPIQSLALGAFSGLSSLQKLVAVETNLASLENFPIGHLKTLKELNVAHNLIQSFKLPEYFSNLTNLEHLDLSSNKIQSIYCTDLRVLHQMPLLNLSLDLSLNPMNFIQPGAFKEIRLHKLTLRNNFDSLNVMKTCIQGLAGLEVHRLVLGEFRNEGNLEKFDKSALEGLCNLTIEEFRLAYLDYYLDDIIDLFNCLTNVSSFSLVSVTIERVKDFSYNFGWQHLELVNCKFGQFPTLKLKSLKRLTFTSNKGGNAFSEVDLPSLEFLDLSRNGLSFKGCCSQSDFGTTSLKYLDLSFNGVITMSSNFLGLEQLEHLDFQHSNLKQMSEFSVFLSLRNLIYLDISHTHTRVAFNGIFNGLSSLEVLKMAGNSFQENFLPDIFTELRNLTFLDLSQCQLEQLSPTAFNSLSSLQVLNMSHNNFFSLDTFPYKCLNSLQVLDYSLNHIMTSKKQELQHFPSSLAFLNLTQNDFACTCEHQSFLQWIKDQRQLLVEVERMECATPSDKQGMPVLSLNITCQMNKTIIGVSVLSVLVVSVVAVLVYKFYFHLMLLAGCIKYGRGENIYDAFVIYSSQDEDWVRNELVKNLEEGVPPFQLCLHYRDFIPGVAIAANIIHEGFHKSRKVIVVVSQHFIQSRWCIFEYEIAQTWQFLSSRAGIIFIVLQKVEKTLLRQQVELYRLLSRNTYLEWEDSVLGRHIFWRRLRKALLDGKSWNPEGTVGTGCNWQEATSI
# Target sequence (Q99836 whole entry, looked up): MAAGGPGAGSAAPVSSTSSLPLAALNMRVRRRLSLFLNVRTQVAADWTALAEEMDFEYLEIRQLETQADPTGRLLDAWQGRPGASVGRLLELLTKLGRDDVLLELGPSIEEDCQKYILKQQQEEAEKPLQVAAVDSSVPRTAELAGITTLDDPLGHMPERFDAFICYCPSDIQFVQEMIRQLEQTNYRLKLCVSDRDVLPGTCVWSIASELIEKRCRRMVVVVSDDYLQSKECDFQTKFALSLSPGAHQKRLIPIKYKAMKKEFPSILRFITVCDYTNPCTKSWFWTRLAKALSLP
# S1P3 antagonist: blocks the human S1P3 receptor; hit rate 0.27% among 170,000; inhibition, % at 4.98 µM; CHO S1P3 NFAT-BLA reporter, FRET fluorescence, antagonist mode;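 active = inhibition above the plate cutoff, the mean inhibition of test wells on that plate plus 3 SD, cut at about 28% in these data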;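 also: cells challenged with S1P at its EC80 of 0.8 µM; blue over green emission ratio from cleaved BLA substrate after 4 h stimulation; 0% = S1P-stimulated wells and 100% = unstimulated DMSO-only wells; some compounds past the cut are filed as inactive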
# An asterisk follows results filed as active; nt = no result given. Rule as the data show it, unless noted: active = inhibition above about 50%; inactive = the rest.
Molecule	PMI act satM6P	PMI activator	Diaph act CS	G6PDH counter	Hsp70 activator	Diaphorase inh	RAM network inh	Redox H2O2 prof	L major viab	TLR4-MyD88 BLA	S1P3 antagonist
COc1ccc(OCCCC(=O)Nc2cccnc2)cc1	1	1	1	0.3	-0.1	3.8	0.4	0.4	-4.0	-15.9	nt
CCc1ccc(-n2c(=O)c3c(C)c(C)sc3n(CC(=O)NCC3CCCO3)c2=O)cc1 (stereo not drawn)	1.1	1.1	0.9	-4.2	-0.1	7.0	-0.1	-0.4	5.8	-7.2	3.1
CC1(C)CC(=O)C(C=Nc2ccc3[nH]ncc3c2)=C(O)C1	0.6	0.5	0.6	-14.4	0.1	41.8	0.7	0.3	1.2	8.3	-4.6
O=C(OC1CCCCC1=O)c1cc(Cl)ccc1[N+](=O)[O-] (stereo not drawn)	1.5	1.5	1	-2.3	-0.1	3.9	1.4	-2.2	7.0	4.7	-6.7
CC(=O)N1c2ccc3ccccc3c2C2C=CCC2C1c1ccc(Br)cc1 (stereo not drawn)	0.6	0.9	0.7	8.9	-0.5	26.3	6.4	0.3	97.3*	16.4	14.7
O=C(CSC1=NCCN1)NC12CC3CC(CC(C3)C1)C2	1	1	0.9	3.8	-0.1	5.5	2.7	1.3	100.3*	-0.9	4.4
COc1cccc(NC(=S)N(CCCN2CCC(C)CC2)Cc2cccs2)c1	1.1	1.1	1	1.8	-0.1	-1.1	0.7	-2.4	67.5*	-1.2	11.5
O=C(NCC1CCCO1)c1nc2c(nnn2Cc2ccc(F)cc2)c(=O)[nH]1 (stereo not drawn)	1	1.1	0.8	6.7	-0.3	23.2	-0.4	0.1	-8.3	4.3	-7.0
O=c1cccc(-c2ccc(Br)cc2)o1	1	0.9	1	-4.4	-0.1	3.3	3.0	0.4	-7.0	4.2	-6.1
C=CCNC(=S)NC1CC(C)(C)NC(C)(C)C1	1.1	1.1	1	-2.1	-0.3	0.4	-0.1	-0.1	35.7	-8.5	-11.8
Cc1cccc(-n2c(O)c(C=Nc3ccccc3)c3ccccc3c2=O)n1	1.1	1.1	0.8	-1.2	-0.4	19.0	-0.4	0.1	13.0	1.3	1.8
CCN1C/C(=C/c2ccc(N3CCOCC3)cc2)C(=O)/C(=C/c2ccc(N3CCOCC3)cc2)C1	1	0.9	0.8	-30.8	-0.2	17.9	0.6	0.1	100.1*	19.7	5.1
CC(C)(C)NC(=O)C(OC(=O)c1cccs1)c1ccccc1 (stereo not drawn)	1	1	1	8.3	-0.4	3.3	0.5	-0.5	-5.4	-1.6	-8.5
CCOC(=O)c1sc2ncnc(NCC(c3cccs3)N(C)C)c2c1C (stereo not drawn)	1.1	1.1	0.9	1.8	-0.2	10.1	0.5	1.2	16.7	7.8	-19.6
Cc1csc(SCC(=O)NC(=O)NCCC(C)C)n1	1	1	0.9	13.8	-0.2	11.6	0.5	-2.0	-4.2	-2.9	7.3
CN(C)S(=O)(=O)N(CC(=O)Nc1ccc2ccccc2c1)c1ccccc1	0.9	1	0.8	1.4	0.0	15.2	6.7	0.5	3.6	-4.5	nt
CSc1ncc(Cl)c(C(=O)NCc2ccc3c(c2)OCO3)n1	1	1	1.1	4.4	-0.1	-8.9	2.7	-0.7	-1.4	-6.4	0.6
CC1(C)C(=O)Nc2ccccc2N1C(=O)COC(=O)CCSc1ccccc1	1	0.9	0.9	21.2	-0.1	9.9	1.2	0.1	-2.8	1.0	nt
COc1ccc(OCC(=O)Nc2cc(-c3nn(C)c(=O)c4ccccc34)ccc2OC)cc1	1	0.9	0.9	5.3	-0.6	5.0	5.6	-3.0	8.0	7.9	nt
O=C(Cn1c(=O)sc2ccccc21)Nc1ccc(S(=O)(=O)N2CCCC2)cc1	0.8	0.8	0.8	-4.3	-0.2	18.3	1.9	0.2	80.4*	0.5	-25.0
COc1cccc(CC(=O)Nc2nc(C)cs2)c1	1.1	1.2	1.1	10.9	0.1	-8.7	0.8	0.0	-7.5	-6.0	-4.3
COc1cccc(-c2nc(-c3ccccc3)nc(N3CCN(C)CC3)c2C#N)c1	1	1	1	-3.3	0.0	-1.4	1.2	0.1	50.8*	-5.8	-3.4
Cc1ccccc1NC(=S)N=Nc1c(O)n(C)c2ccc(S(=O)(=O)N3CCOCC3)cc12	0.7	0.8	0.8	13.1	-0.3	22.6	2.5	-0.3	-3.9	-7.8	-1.9
COc1ccc2cc3cc(C(=O)N4CCN(c5ccccc5)CC4)oc3nc2c1	1	1.1	0.9	7.4	-0.5	13.4	2.7	0.1	-3.8	3.1	nt
COc1ccc(NC(=S)NCCc2ccc(F)cc2)c(OC)c1	1	1	0.8	0.4	-0.3	22.5	1.2	-0.7	9.4	-6.3	-3.0
Cc1occc1C(=O)NNC(=O)Cc1ccccc1	1.1	1.1	0.9	3.9	0.1	8.7	4.6	-3.9	-7.2	-11.2	nt
CCOC(=O)c1ccccc1NC(=O)CSc1nnc(C(C)C)n1CC	0.9	0.9	0.9	9.8	-0.2	6.6	2.5	0.7	-3.0	-17.1	nt
O=S(=O)(c1ccc2nc(SCc3ccc(Cl)cc3)[nH]c2c1)N1CCOCC1	1.1	1.1	1	3.2	-0.2	0.0	4.9	0.3	81.3*	-21.7	-8.6
COc1ccccc1C(=O)O/N=C(/C)c1ccc(N2C(=O)C3CCCCC3C2=O)cc1 (stereo not drawn)	1.1	1.2	1	5.1	-0.1	-3.5	2.2	1.7	-7.8	6.1	nt
O=S1(=O)N=CN(Cc2cccc(F)c2)c2ccccc21	0.9	1	0.9	2.7	-0.1	11.5	0.6	0.0	-1.9	-4.5	0.1
Cc1ccc(C2(C)CC(C)(C)N(C(=O)CSc3nnc(C)s3)c3ccccc32)cc1 (stereo not drawn)	0.9	0.7	0.8	-5.1	-0.5	21.8	6.9	1.3	28.4	-0.1	3.0
Nc1nc(SCC(=O)O)[nH]c(=O)c1NC(=O)c1ccccc1F	1.2	1.3	1	5.8	-0.2	-2.2	1.9	0.1	-1.8	0.4	-39.7
CCc1ccc(N2C(=O)CN(Cc3cccs3)C2=S)cc1	1.1	1	1	1.1	-0.2	1.4	4.5	-0.6	-2.9	1.7	9.8
Cc1ccsc1/C=N/NC(=O)CO	1.1	1	1	23.0	-0.3	2.2	0.8	-0.7	-1.4	5.5	-18.1
CCOC(=O)c1cnc(-n2nc(C)cc2C)nc1NCCc1ccccc1	1	1.1	1.1	1.5	-0.2	-7.4	-1.5	0.1	99.5*	4.7	17.3
Cc1cccn2c(=O)c3cc(C(=O)N4CCN(C(=O)c5ccco5)CC4)n(C)c3nc12	0.9	0.8	0.9	2.1	-0.4	10.2	1.3	-0.1	4.0	-1.0	13.3
COc1ccc(/C=N/Nc2nc(N3CCCC3)nc(N3CCCC3)n2)c(OC)c1OC	1	1	0.9	-2.0	-0.1	7.8	0.1	-0.1	26.8	11.8	7.5
Cc1c(NC(=O)c2cc3c(s2)CCCC3)c(=O)n(-c2ccccc2)n1C	1	1.1	1	5.4	0.2	2.7	0.2	0.3	2.5	8.6	-12.4
CN1C(=O)CC(C(=O)O)SC1=Nc1cc(Cl)cc(Cl)c1 (stereo not drawn)	1.2	1.1	1.1	6.2	0.0	-6.1	-0.4	-0.1	-7.3	1.9	-5.1
CCOC(=O)c1c(C)c(C(=O)Nc2ccc(N(C)C)cc2)c(C)n1CC	1	1	0.9	13.6	0.0	9.2	1.3	-0.4	0.2	-5.0	14.6
C/C=C/C(=O)OCC(=O)Nc1nc2ccc(C)cc2s1	1	1	0.9	3.2	-0.1	14.2	5.4	0.2	-1.7	1.2	nt
Cc1ccc(CNC(N)=S)cc1	1	1	0.9	-4.0	-0.1	13.6	2.1	0.5	-1.8	-5.0	nt
O=C(Cc1cccs1)N/N=C/C(Cl)=C/c1ccccc1	1.2	1.1	0.9	-1.6	0.5	9.7	2.6	0.2	3.6	5.0	4.4
COc1ccc(OC)c(C(=O)CN2C(=O)NC(C)(c3ccccc3)C2=O)c1 (stereo not drawn)	1	1.1	0.9	4.7	-0.2	11.2	0.4	2.4	-4.9	15.1	-20.6
COc1cccc(OC)c1OCCN(C)C	1.3	1.2	1	22.2	0.0	4.7	2.0	0.1	1.1	-3.8	nt
CN(C(=O)COc1ncnc2c1cnn2-c1ccccc1)C1CCCCC1	1.1	1.1	0.9	10.1	-0.1	6.4	4.0	0.5	0.8	-1.2	-9.0
O=C(CCCOc1ccc(Cl)cc1Cl)NNC(=O)c1ccc(NC(=O)c2ccccc2)cc1	1	1	0.9	-0.3	-0.3	7.8	4.9	0.1	-2.0	6.2	10.5
O=C(O)c1cccc(NS(=O)(=O)c2ccc(NC(=O)c3ccco3)cc2)c1	1.1	1	1	5.0	0.2	1.4	1.9	0.3	-8.0	-0.3	-12.1
O=[N+]([O-])c1cc(C(F)(F)F)cc([N+](=O)[O-])c1NN=C1CCCCC1	0.8	0.9	0.9	-14.3	-0.4	9.2	2.3	0.4	3.2	-13.3	3.1
Cc1ccc2cc(CCNC(=O)c3ccc4c(c3)OCO4)c(=O)[nH]c2c1C	1	0.9	0.9	-11.4	0.2	13.6	4.3	-0.9	-2.8	-24.2	nt
CC(=O)c1ccc(OC(=O)C(CCS(C)(=O)=O)N2C(=O)c3ccccc3C2=O)cc1 (stereo not drawn)	1	1	0.9	-3.1	-0.3	5.1	3.2	0.5	67.4*	-20.5	nt
Cc1oc(-c2cccc(Cl)c2)nc1CSCC(=O)O	1.1	1.1	1	17.4	-0.4	-3.4	0.5	-0.6	-6.0	6.3	nt
CCN1C(=O)CSc2ccc(C(=O)OC)cc21	1	1	0.9	0.6	-0.3	11.4	1.5	0.4	-4.0	1.8	-16.4

# 3 entries out of the list, arranged by SMILES length, high to low.
Molecule	PMI act satM6P	PMI activator	Diaph act CS	G6PDH counter	Hsp70 activator	Diaphorase inh	RAM network inh	Redox H2O2 prof	L major viab	TLR4-MyD88 BLA	S1P3 antagonist
CC(=O)c1ccc(OC(=O)C(CCS(C)(=O)=O)N2C(=O)c3ccccc3C2=O)cc1 (stereo not drawn)	1	1	0.9	-3.1	-0.3	5.1	3.2	0.5	67.4*	-20.5	nt
COc1cccc(OC)c1OCCN(C)C	1.3	1.2	1	22.2	0.0	4.7	2.0	0.1	1.1	-3.8	nt
Cc1ccc(CNC(N)=S)cc1	1	1	0.9	-4.0	-0.1	13.6	2.1	0.5	-1.8	-5.0	nt
